# L3MBTL1 block: qHTS Assay for the Inhibitors of L3MBTL1. Lethal(3)malignant brain tumor-like protein 1 (Homo sapiens), Q9Y468. AlphaScreen L3MBTL1–H3K9me1 peptide binding. Potency, µM (top dose mostly 57.1 µM), without a hit: top-dose activity, negative = inhibition, usual class: inhibitors. hit rate 0.66% among 230,000. AID 485360, 2010; note: nearly all actives have a fitted effect of over 60% in size
#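 First, the protein-peptide complex forms for 30 min at room temperature (L3MBTL1 50 nM, biotinylated H3K9me1 peptide 75 nM). Next, compounds are pin-transferred and incubated 30 min. Finally, AlphaScreen beads are added and read after 30 min.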
# ALDH1A1 block: qHTS Assay for Inhibitors of Aldehyde Dehydrogenase 1 (ALDH1A1). Aldehyde dehydrogenase 1A1 (Homo sapiens), P00352. Purified ALDH1A1, NADH fluorescence, propionaldehyde substrate. Potency, µM (series often up to 75.3 µM), for the others: top-dose activity, negative = inhibition, actives largely listed as inhibitors. hit rate 7.3% among 220,000. AID 1030, 2008; active = well fitted inhibition curve with a large enough effect, not every such curve was filed as active; inconclusive = small, poorly fitted or top-dose-only effect, or another doubt; inactive = no such curve, though single readings can be large or run the other way;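 note: plate controls were no enzyme wells and a reference inhibitor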
# Tau fluor counter: Counterscreen qHTS for Inhibitors of Tau Fibril Formation, Fluorescence Polarization; tau K18 P301L Alexa594 fluorescence, heparin fibrillization; Potency, µM (titrated, usually from 57.7 µM), inactives show at the top dose activity change, negative = decrease; hit rate 0.93% among 280,000; note: nearly all actives have a fitted effect of over 55% in size
#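 Human K18 P301L tau (15 uM unlabeled plus 0.24 uM Alexa 594-labeled, final) in 100 mM sodium acetate pH 7 was mixed with compound and 20 uM heparin and incubated 6 hr at 37 C.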
# TRb SRC2 PPI: qHTS for Inhibitors of the Interaction of Thyroid Hormone Receptor and Steroid Receptor Coregulator 2; TRbeta-SRC2 peptide binding, fluorescence polarization; receptor liganded with 1 µM T3; Potency, µM (titrated, usually from 106 µM), inactives show top-dose activity change, negative = inhibition, actives largely listed as inhibitors; hit rate 0.065% among 280,000;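 note: plate controls were bound peptide for no effect and peptide without receptor for full effect; nearly all actives have a fitted effect of over 50% in size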
# Target sequence (P10828 whole entry, looked up): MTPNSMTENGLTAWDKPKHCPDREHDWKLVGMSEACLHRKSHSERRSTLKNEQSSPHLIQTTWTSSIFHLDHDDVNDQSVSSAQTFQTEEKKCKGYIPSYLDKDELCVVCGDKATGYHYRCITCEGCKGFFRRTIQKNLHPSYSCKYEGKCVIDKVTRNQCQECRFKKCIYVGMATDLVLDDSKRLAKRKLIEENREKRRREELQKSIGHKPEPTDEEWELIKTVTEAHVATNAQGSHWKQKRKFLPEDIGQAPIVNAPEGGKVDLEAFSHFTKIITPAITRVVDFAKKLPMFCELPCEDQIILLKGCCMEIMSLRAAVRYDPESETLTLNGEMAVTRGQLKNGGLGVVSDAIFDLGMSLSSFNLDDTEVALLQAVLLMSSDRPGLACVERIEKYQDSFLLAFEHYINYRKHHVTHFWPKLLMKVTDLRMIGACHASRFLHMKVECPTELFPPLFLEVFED
#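 Human TRb ligand-binding domain (0.6 uM) is mixed with 20 nM Texas Red SRC2 peptide and 1 uM T3; after compound addition and 5 hr at ambient temperature, polarization is measured and normalized to unbound and bound controls.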
# TexasRed fluor: Total Fluorescence Counterscreen for Inhibitors of the Interaction of Thyroid Hormone Receptor and Steroid Receptor Coregulator 2 | Potency, µM (titrated, usually from 106 µM), inactives show at the top dose fluorescence change, negative = quenching | AID 1479, 2009 | hit rate 0.29% among 280,000 | TRb/SRC2 Texas Red total fluorescence interference; active = well fitted curve in either direction with a large enough effect; inconclusive = small, poorly fitted or top-dose-only effect
#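 Human TRβ ligand-binding domain (0.6 uM) and Texas Red SRC2 peptide (20 nM) in Tris buffer with 1 uM T3 and 5% DMSO were incubated with pinned compound for 5 hr at ambient temperature. Total fluorescence was computed as S + 2P (555/632 nm).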
# Tau FP inhib: qHTS for Inhibitors of Tau Fibril Formation, Fluorescence Polarization; Microtubule-associated protein tau (Homo sapiens), P10636; K18 P301L tau heparin fibrillization, Alexa594 FP, 6 h; Potency, µM (titrated, usually from 57.7 µM), for inactives: top-dose activity, negative = inhibition, actives largely listed as inhibitors; hit rate 0.39% among 280,000; AID 1468, 2008; note: nearly all actives have a fitted effect of over 55% in size
# Target sequence (P10636 561-689 P618L limits assumed): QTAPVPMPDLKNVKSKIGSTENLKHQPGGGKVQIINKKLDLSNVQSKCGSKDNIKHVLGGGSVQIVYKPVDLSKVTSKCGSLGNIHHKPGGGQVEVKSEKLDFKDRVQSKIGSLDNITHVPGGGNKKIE
#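 Quantitative HTS format: compounds meet 15 uM recombinant K18 P301L tau and Alexa 594-tau tracer in 100 mM sodium acetate pH 7; 20 uM heparin triggers fibrillization at 37 C over 6 hr; FP gives the signal.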
# Tau fibril ThT: qHTS for Inhibitors of Tau Fibril Formation, Thioflavin T Binding. recombinant tau K18 P301L (four-repeat tau fragment), heparin-induced fibrillization, ThT fluorescence. Potency, µM (doses to about 57.4 µM), inactives show at the highest dose activity, negative = inhibition, actives largely listed as inhibitors. hit rate 2.1% among 270,000. AID 1460, 2008; note: nearly all actives have a fitted effect of over 55% in size
#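 In this qHTS, human K18 P301L tau is incubated with compound and heparin for 6 hr at 37 C, and Thioflavin T fluorescence then reports fibril load.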
# aGal spleen mod: qHTS Assay for Inhibitors and Activators of Human alpha-Galactosidase From Spleen Homogenate; human spleen homogenate, 4MU-alpha-Gal fluorescence, 40 min; hit rate 0.008% among 240,000; Alpha-galactosidase A (Homo sapiens), P06280; Potency, µM (doses to about 80 µM), without a hit: at the highest dose activity change, negative = inhibition, most hits filed as inhibitors;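 note: 0% = enzyme with vehicle and -100% = no enzyme basal signal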
# Target sequence (P06280 32-429 limits assumed): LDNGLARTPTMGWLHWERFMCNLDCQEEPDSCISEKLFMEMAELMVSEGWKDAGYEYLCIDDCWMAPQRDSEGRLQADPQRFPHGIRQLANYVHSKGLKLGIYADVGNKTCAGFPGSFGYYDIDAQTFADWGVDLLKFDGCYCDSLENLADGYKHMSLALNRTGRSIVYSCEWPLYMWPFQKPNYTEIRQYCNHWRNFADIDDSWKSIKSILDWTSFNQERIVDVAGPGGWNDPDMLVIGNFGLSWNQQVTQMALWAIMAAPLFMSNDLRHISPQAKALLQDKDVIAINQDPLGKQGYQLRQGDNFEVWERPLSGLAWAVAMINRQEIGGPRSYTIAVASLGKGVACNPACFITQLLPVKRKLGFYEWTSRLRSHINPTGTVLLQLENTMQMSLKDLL
#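 Human spleen homogenate (1 ug) was the enzyme source, with 4-methylumbelliferyl-alpha-D-galactopyranoside (1 mM final) in pH 5.0 citrate buffer with 0.01% Tween-20. Compounds were titrated; after 40 min at 37C, NaOH/glycine stop, 4-MU fluorescence read; AC50 from Hill fits.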
# * = called active by the depositor; u = inconclusive; x = not tested or not shown; & = joins results of further samples; [ ] = dose if it differs, or a comment. Unless noted, calls come from the whole dose curve; as a rule, active = well fitted curve in the direction sought with a large enough effect; inconclusive = small, poorly fitted or top-dose-only effect, or another doubt; inactive = no such curve, though single readings can be large; an effect the other way counts as inactive or inconclusive. Unless noted, % is set by controls: 0 for no effect and ±100 for the full control effect; potency is the fitted concentration of half-maximal effect.
canonical_smiles,L3MBTL1 block,ALDH1A1 block,Tau fluor counter,TRb SRC2 PPI,TexasRed fluor,Tau FP inhib,Tau fibril ThT,aGal spleen mod
COc1ccc(S(=O)(=O)N2CCN(Cc3ccc4c(c3)OCO4)CC2)cc1C,x,x,-11%,3%,-1%,-5%,-10%,x
CC(=O)N(/C=C1\SC(=S)N(c2ccccc2)C1=O)c1ccccc1,-19%,x,u,12%,2%,8%,u,-1%
COc1ccnc(N2CCN(c3ccc(Cl)cc3)CC2)c1C#N,1%,13µM*,-23%,-17%,0%,-11%,u,11%
COc1ccc(Nc2nc3ccccc3nc2NS(=O)(=O)c2ccc(C)cc2)c(OC)c1,x,x,u,9%,-4%,0%,u,x
Cn1c(N/N=C/c2cccs2)cc(=O)n(C)c1=O,x,2%,-10%,0%,-4%,-3%,u,-5%
COc1ccc(C(=O)NC(=S)Nc2cccnc2)cc1[N+](=O)[O-],8%,22µM*,4%,-6%,-1%,5%,5%,5%
CCCSc1oc(-c2ccco2)nc1S(=O)(=O)c1ccccc1,2%,u,-26%,-1%,1%,-16%,-6%,-2%
OCCNC(=S)NC1CCCCC1,x,6%,3%,2%,-3%,1%,-1%,6%
COc1ccc(C(=O)N(Cc2ccc(N(C)C)cc2)C2CCS(=O)(=O)C2)cc1 (centres undefined),-4%,5.6µM*,-14%,11%,0%,-7%,-12%,-1%
Cc1ccc[n+](C(C)C(=O)Nc2ccc([N+](=O)[O-])cc2C)c1 (centres undefined),1%,-9%,2%,-1%,0%,-4%,3%,-3%
NC(=S)NN=C(Cc1ccccc1)Cc1ccccc1,-13%,u,-12%,-1%,-1%,-1%,-5%,3%
CC(OC(=O)CNC(=O)C12CC3CC(CC(C3)C1)C2)C(=O)Nc1ncc(Cl)cc1Cl (centres undefined),x,u,13%,-2%,-7%,5%,16%,15%

# Quoted from the listing:
# ALDH1A1 block with `Cn1c(N/N=C/c2cccs2)cc(=O)n(C)c1=O` → 2%
# Tau fibril ThT with `CCCSc1oc(-c2ccco2)nc1S(=O)(=O)c1ccccc1` → -6%
# TRb SRC2 PPI with `COc1ccc(C(=O)N(Cc2ccc(N(C)C)cc2)C2CCS(=O)(=O)C2)cc1` (centres undefined) → 11%

# Further records:
canonical_smiles,L3MBTL1 block,ALDH1A1 block,Tau fluor counter,TRb SRC2 PPI,TexasRed fluor,Tau FP inhib,Tau fibril ThT,aGal spleen mod
Cc1nnc(SCC(=O)Nc2cc(-c3cc(C)c(C)cc3C)nn2-c2ccccc2)s1,0%,6%,-24%,-9%,-2%,-3%,-7%,-2%
c1ccc2c(c1)nc1n2CCN1,24%[11.4 µM],-11%,5%,-2%,0%,7%,1%,2%
N/C(=N\c1nc2ccccc2o1)NC(=O)c1ccc([N+](=O)[O-])cc1,x,x,-11%,-6%,-6%,6%,x,4%
CCn1c2ccccc2c2cc(NC(=S)N3CCOCC3)ccc21,-6%,0%,u,-6%,-3%,15%,u,-15%
Cc1oc2c(c1C(=O)Nc1ccccc1Br)C1=NCCN1C=N2,x,x,-1%,0%,-5%,6%,-6%,x
Cc1cc(C)n(Cc2ccc(F)cc2)c(=O)c1C#N,12%,u,-3%,-16%,-1%,2%,5%,-14%
CCOC(=O)c1ccc(NC(=O)C2Cc3ccccc3C(=O)O2)cc1 (centres undefined),x,x,-10%,-1%,-10%,-11%,u,x
COc1ccc(C(CNC(=O)c2cc3ccccc3cc2OC)N2CCCC2)cc1 (centres undefined),x,u,-9%,-4%,-2%,10%,u,6%
CCC(=O)Nc1c2c(nn1-c1ccccc1C)CSC2,4%,4%,4%,u,-3%,-13%,u,19%
CCOc1ccc(C(F)(F)F)cc1NC(=O)COc1ccc(C(F)(F)F)cc1[N+](=O)[O-],8%,11%,-4%,0%,-4%,-7%,-1%,4%
CCCOc1ccc(C(=O)NCC(c2ccc(OC)cc2)N2CCCCC2)cc1 (centres undefined),x,x,-4%,-2%,-1%,0%,-2%,x
O=C(Nc1ccccc1)c1cc([N+](=O)[O-])ccc1NCc1cccnc1,-20%,0%,u,3%,0%,-12%,-17%,5%

# (continued)
canonical_smiles,L3MBTL1 block,ALDH1A1 block,Tau fluor counter,TRb SRC2 PPI,TexasRed fluor,Tau FP inhib,Tau fibril ThT,aGal spleen mod
Cc1ccc2nc(-c3ccc(C)s3)c(Nc3ccc4c(c3)OCCO4)n2c1,x,x,u,-6%,-1%,4%,2%,x
Cc1ccc(S(=O)(=O)N(Cc2cc3ccc(C)cc3[nH]c2=O)c2ccccc2)cc1,-2%,x,-27%,7%,-6%,-14%,-8%,7%
O=C1CC(N2CCN(S(=O)(=O)c3ccc(Cl)cc3)CC2)C(=O)N1CCc1ccccc1 (centres undefined),2%,u,-15%,-19%,-1%,-1%,-3%,-2%
CCOc1cccc2sc(=NC(=O)c3ccc(S(=O)(=O)N4CCOCC4)cc3)n(C)c12,-2%,u,-19%&-13%,3%&5%,-37%&2%,-6%&2%,0%&-3%,4%
COc1ccc(Cl)cc1-c1nc(SCC(=O)NC(C)C)n[nH]1,-2%,-3%,-5%,-5%,-1%,-5%,-3%,5%
O=C(NCCN1CCCCCC1)C1CCN(S(=O)(=O)N2CCOCC2)CC1,7%,-8%,-12%,-2%,-11%,-3%,-12%,6%
CN(C)NC(=S)Nc1ccc(S(=O)(=O)N2CCCCC2)cc1,-13%,-12%,-9%,-5%,0%,-6%,-5%,7%
N#CCCN(C(=O)COC(=O)c1cccc(S(=O)(=O)Nc2ccc([N+](=O)[O-])cc2)c1)c1ccccc1,3%,18%,-23%,2%,-2%,6%,u,-12%
CCOC(=O)C1CCN(C(=O)c2ccc3c(SCC(=O)O)c4c(nc3c2)CCCC4)CC1,x,u,0%,-11%,0%,8%,u,-7%
CCOc1ccc(CC(=O)Nc2c(C(=O)c3ccccc3)oc3ccc(OC)cc23)cc1OCC,x,x,-21%,0%,3%,-1%,-12%,x
CCOC(=O)CN(C(=O)CSc1nnc(COc2ccc(OC)cc2)n1CC)c1ccccc1,x,x,-28%,-6%,3%,-1%,u,-1%
O=c1cc(C(F)(F)F)c2sc(N3CCCCC3)nc2[nH]1,-4%,u,-3%,-15%,5%,-4%,u,14%

# Additional structures:
canonical_smiles,L3MBTL1 block,ALDH1A1 block,Tau fluor counter,TRb SRC2 PPI,TexasRed fluor,Tau FP inhib,Tau fibril ThT,aGal spleen mod
CC(=O)c1sccc1NC(=O)CC(C)(C)CC(=O)O,x,x,2%[0.0958 µM],-4%,-1%,2%[0.0958 µM],x,7%
CCc1nc(N)nc2c1C(=O)CC(C)(C)C2,9%,0%,-2%,-9%,-1%,-8%,1%,1%
Cc1nc(CS(=O)(=O)c2ccccc2)cc(N2CCOCC2)n1,-5%,4%,-1%,-7%,1%,3%,-10%,-7%
COc1ccc(Cl)cc1S(=O)(=O)N1CCN(Cc2cccc(F)c2)CC1,x,x,-13%,6%,-2%,-11%,3%,x
Cc1c(NC(=O)CN2CC(C)OC(C)C2)c(=O)n(-c2ccccc2)n1C (centres undefined),-2%,-14%,7%,-3%,-3%,3%,-7%,10%
Cn1ncc(Cl)c1C(=O)Nc1cccnc1,4%,1%,-2%,1%,-3%,0%,-14%,5%
CCc1cc(C(=O)N2CCCC(CCC(=O)N3CCN(c4ccccn4)CC3)C2)no1 (centres undefined),-5%,u,-3%,-1%,0%,-10%,5%,-2%
Cc1cc(C)c(S(=O)(=O)N2CCCCC2)c(C)c1N(C)S(=O)(=O)c1ccc(Cl)cc1,6%,8%,-18%,-8%,-1%,-5%,-8%,2%
O=S(=O)(Nc1ccc(-c2cnco2)cc1)c1ccccc1,-14%,x,-5%,4%,-2%,-8%,2%,9%
COc1ccc2nc(C)cc(Nc3ccc(Cl)c(Cl)c3)c2c1,x,x,-24%,1%,-5%,1%,17%,x
CCN(CC)c1ccc(C2C(C(=O)OCCOC(C)C)=C(C)NC3=C2C(=O)CCC3)cc1 (centres undefined),-15%,u,-13%,1%,-5%,9%,-11%,5%
CN(C(=O)CSc1nnc(-c2ccccc2F)o1)C1CCCCC1,x,x,-2%,-1%,7%,6%,1%,x

# Following part:
canonical_smiles,L3MBTL1 block,ALDH1A1 block,Tau fluor counter,TRb SRC2 PPI,TexasRed fluor,Tau FP inhib,Tau fibril ThT,aGal spleen mod
O=C(CSc1nnc(Nc2ccccc2)s1)NCCN1C(=O)CSC1=O,7%,-9%,-12%,2%,3%,-10%,-5%,-6%
CCOC(=O)N1CCC(NC(=O)c2sc3nc4n(c(=O)c3c2C)CCCC4)CC1,x,-3%,-4%,-4%,-3%,-2%,-9%,6%
c1cc2c(cc1-c1csc(NNC3=NCCCCC3)n1)OCCO2,x,20µM*,u,-1%,0%,28µM*,25µM*,-1%
Cc1ccccc1C(O)c1ccncc1 (centres undefined),x,-7%,-4%,-5%,-1%,-5%,-9%,-4%
CC(=O)Nc1ccc(S(=O)(=O)Nc2ccc(C)c([N+](=O)[O-])c2)cc1,x,u,-13%,3%,-1%,4%,-7%,1%
CCOc1ccccc1C(=O)Nc1cc2c(cc1N1CCOCC1)n(C)c(=O)n2C,x,x,-4%,-2%,1%,5%,-12%,x
CC(Oc1ccc(Cl)cc1)C(=O)OCC(=O)Nc1ncc(Cl)cc1Cl (centres undefined),x,-3%,-18%,-1%,0%,6%,-15%,0%
Cn1c(=O)c2cc(S(=O)(=O)NCCC(=O)NC3CCCCCC3)ccc2n(C)c1=O,x,-5%,-1%,4%,-7%,4%,0%,-1%

# Screening results as filed in PubChem.

# No enrichment for hits (roughly 8.5% active in at least one column).
